CHOP inhibitor: inhibitors of CHOP promoter induction, primary screen, cell-based, unfolded protein response, luciferase reporter. CHO-K1 CHOP-promoter luciferase, tunicamycin-induced, 15-18 h. inhibition, % at 10 µM. 220,000 compounds, 3.8% hits;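 active means compounds that reduced the stress-induced luciferase reporter signal by more than about 70% of percent inhibition, limit read from the data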;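 further: 0% = tunicamycin plus vehicle and 100% = wells without tunicamycin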
NPY1 pot ag: NPY-Y1 receptor potentiators or agonists, primary screen, cell-based | NPY-Y1 expressing cells, potentiator/agonist activation | activation, % at 3.6 µM | 220,000 compounds, 0.37% hits; in the data active means activation above about 33%, passing the limit was not always enough;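 further: cells stimulated with NPY at EC10 then isoproterenol at EC100; 0% = low agonist plus stimulus and 100% = saturating agonist plus stimulus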
Target sequence (P25929 whole entry, looked up): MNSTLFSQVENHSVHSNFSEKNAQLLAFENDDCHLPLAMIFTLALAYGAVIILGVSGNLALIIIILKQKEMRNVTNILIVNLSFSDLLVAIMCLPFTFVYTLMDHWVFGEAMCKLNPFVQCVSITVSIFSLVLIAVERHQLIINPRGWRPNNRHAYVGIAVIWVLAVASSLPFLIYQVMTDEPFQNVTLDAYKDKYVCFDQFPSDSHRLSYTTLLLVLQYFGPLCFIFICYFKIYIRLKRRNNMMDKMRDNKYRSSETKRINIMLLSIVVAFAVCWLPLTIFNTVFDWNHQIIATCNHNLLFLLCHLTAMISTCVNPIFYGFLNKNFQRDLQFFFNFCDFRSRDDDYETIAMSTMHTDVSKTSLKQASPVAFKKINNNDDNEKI
NPY-Y1 antag: NPY-Y1 receptor antagonists, primary screen, cell-based | Neuropeptide Y receptor type 1 (Homo sapiens), P25929 | HEK293-CNG Y1 cells, membrane potential fluorescence; NPY at EC95, then isoproterenol | inhibition, % at 3.6 µM | 200,000 compounds, 1% hits;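 active means inhibition above the campaign mean inhibition of all tested compounds plus 3 SD, cut at about 20% in these data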;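 further: 0% = DMSO wells given NPY plus isoproterenol and 100% = isoproterenol alone without NPY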
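System: HEK293 cells with Y1 receptor plus CNG channel / Probe or stimulus: NPY 25 nM then isoproterenol 1 µM plus Ro 20-1724 25 µM / Compound: one concentration, 3.6 µM, in 0.4% DMSO / Schedule: compound incubation 1 h at room temperature, readout 45 min post-stimulation / Measured by: membrane potential fluorescence / Read-out: % inhibition of NPY effect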
14-3-3 Bad PPI: inhibitors of 14-3-3 zeta/Bad binding, primary screen, biochemical, TR-FRET, bovine 14-3-3 zeta. 14-3-3 protein zeta/delta (Bos taurus), P63103. TR-FRET 14-3-3zeta/Dy647-pBad peptide displacement, 1 h. inhibition, % at 21.7 µM. 220,000 compounds, 0.71% hits;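 active means inhibition above about 70%, limit read from the data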;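 further: 0% = full 14-3-3 plus peptide FRET controls and 100% = background without 14-3-3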
TRPN1 ag: zebrafish TRPN1 channel agonists, primary screen, cell-based, HEK293, calcium fluorescence; 220,000 compounds, 0.18% hits; transient receptor potential cation channel N1 (TRPN1/NompC), Danio rerio; HEK293 zebrafish TRPN1-YFP, Fluo-8 calcium fluorescence; 100% = response to 87 µM carbachol; activation, % at 3 µM;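 active means activation above its plate's cutoff, the mean activation of test wells on that plate plus 3 SD, cut at about 19% in these data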;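 further: 0% = DMSO alone and 100% = 87 µM carbachol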
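Control set: carbachol 87 µM as high control, DMSO as low control; system: HEK293 stable line with zebrafish TRPN1-YFP; read-out: % activation versus carbachol response; detection: intracellular calcium fluorescence with Fluo-8; doses: single test compound dose, 3 µM nominal, 0.3% DMSO; schedule: dye 1 h 37 °C plus 30 min RT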
EP2 mod: EP2 receptor modulators, cAMP readout, primary screen, cell-based, HTRF cAMP, PGE2 stimulation; EP2-expressing cells, cAMP HTRF FRET, PGE2 co-stimulation; Prostaglandin E2 receptor EP2 subtype (Homo sapiens), P43116; 260,000 compounds, 0.83% hits; induction, % at 25 µM;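 active means compounds whose cAMP rise, as percent of the full-agonist control response, exceeds 60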;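 further: rat C6 glioma line stably carrying human EP2 under a CMV promoter; the protocol text gives 20 µM as final concentration; 100% = response of wells given 1 µM PGE2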
TRPML3 agonist: human TRPML3 channel agonists, primary screen, cell-based, HEK293 TRPML3-YFP, Fluo-8 calcium fluorescence, 3 µM. Mucolipin-3 (Homo sapiens), Q8TDD5. 100% = the carbachol control signal. activation, % at 3 µM. 220,000 compounds, 0.29% hits;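 active means activation above its plate's cutoff, the mean activation of the plate's test wells plus 3 SD, cut at about 12% in these data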;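 further: 0% = DMSO only wells and 100% = carbachol wells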
Target sequence (Q8TDD5 whole entry, looked up): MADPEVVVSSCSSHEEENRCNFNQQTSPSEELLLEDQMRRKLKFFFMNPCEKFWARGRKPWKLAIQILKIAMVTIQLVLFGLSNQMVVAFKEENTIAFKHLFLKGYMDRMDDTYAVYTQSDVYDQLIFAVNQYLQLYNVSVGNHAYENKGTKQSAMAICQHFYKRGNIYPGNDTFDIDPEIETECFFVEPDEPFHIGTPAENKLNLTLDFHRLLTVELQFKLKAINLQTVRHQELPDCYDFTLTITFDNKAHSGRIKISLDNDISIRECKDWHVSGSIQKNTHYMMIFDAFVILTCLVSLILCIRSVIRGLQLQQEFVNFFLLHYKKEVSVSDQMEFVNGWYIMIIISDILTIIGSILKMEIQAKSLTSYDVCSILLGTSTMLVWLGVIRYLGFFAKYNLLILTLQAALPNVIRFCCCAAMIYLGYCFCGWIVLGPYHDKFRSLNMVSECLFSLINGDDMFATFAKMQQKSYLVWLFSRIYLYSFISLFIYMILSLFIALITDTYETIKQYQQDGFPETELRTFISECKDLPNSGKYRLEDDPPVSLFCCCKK
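Test system: HEK293 cells stably carrying human TRPML3-YFP; Doses: single dose, 3 µM final nominal compound, 0.3% DMSO final; Schedule: dye loading 1 h 37 °C then 30 min ambient, 125 s read; Technique: Fluo-8 calcium fluorescence; Benchmarks: high control carbachol 87 µM, low control DMSO.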
PGE2 EP2 inh: human EP2 receptor antagonists, primary screen, TR-FRET cAMP, C6 glioma cells; 260,000 compounds, 0.52% hits; inhibition, % at 25 µM; C6 glioma cells expressing human EP2; cells stimulated with saturating PGE2; Prostaglandin E2 receptor EP2 subtype (Homo sapiens), P43116; AID 1422, 2008;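 active means percent inhibition above 40 after rounding to a whole number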;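 further: rat C6 glioma host cells with rolipram phosphodiesterase inhibitor present; the protocol text gives 20 µM as final concentration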
PPC-1+TRAIL kill: compounds killing PPC-1 cancer cells with TRAIL present, primary screen, TRAIL potentiator project, ATPLite luminescence, uHTS | 220,000 compounds, 0.41% hits | cell killing (% activity), % at 4 µM | PPC-1 cells + TRAIL, ATPLite viability luminescence | AID 1443, 2008;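 active means cell killing above 50% in the first pass at 4 µM, then a duplicate retest at 5 µM averaging 50% or more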;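 further: plate controls were cells with TRAIL plus DMSO for no effect and medium-only wells lacking cells for full effect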
* hit, by the source's call; nt = not tested or not shown; & = joins results of further samples; [ ] = another dose, or the depositor's remark. Some of the compounds tested (hit frequency here may not be typical).

SMILES	CHOP inhibitor	NPY1 pot ag	NPY-Y1 antag	14-3-3 Bad PPI	TRPN1 ag	EP2 mod	TRPML3 agonist	PGE2 EP2 inh	PPC-1+TRAIL kill
CCN(CC)Cc1cc(NC2=NS(=O)(=O)c3ccccc32)ccc1OC(=O)c1ccccc1	23.6	-13.4	6.4	-0.8	0.3	-10.5	0.4	8.8	12.8
O=C(O)Cn1nnnc1SCC(=O)Nc1ccc(OC(F)(F)F)cc1	-1.1	1.1	-5.2	12.9[fluorescence artefact?]	1.5	3.8	1.2	9.0	14.6
CN1CCCC(OC(=O)c2cc(Cl)cc(Cl)c2)C1 (configuration not stated)	5.4	-2.8	5.4	1.6	1.1	-38.9	1.0	2.0	32.6
CCNC(=O)CSc1nnc(-c2ccccc2Br)n1-c1cccc(C(F)(F)F)c1	26.9	-1.9	0.0	-8.9	-1.5	0.4	0.0	6.0	-4.1
Cc1cc2c(cc1C)C(c1ccccc1Br)CC(=O)N2 (configuration not stated)	56.5	-9.9	-0.8	-3.2	-1.2	-9.6	0.9	7.4	53.7*
Cn1c(SCC(=O)Nc2ncc(C(F)(F)F)cc2Cl)nnc1-c1ccc(Cl)cc1	14.2	-9.9	7.6	-11.3[fluorescence artefact?]	-3.4	18.4	-0.6	7.3	13.5
O=C1C(=O)N(c2ccccc2)C(c2ccccc2[N+](=O)[O-])/C1=C(\O)c1ccccc1 (configuration not stated)	7.5	8.3	-0.8	-2.4	-1.2	17.0	-0.2	13.1	-3.0
C=CCc1cccc(CNc2nc3ccccc3n2C(C)C)c1O	107.7*	26.0	-6.8	5.1	-0.2	25.4	-0.3	nt	-13.1
CC(SC1CCCC1)C(=O)NC(C)(C#N)C(C)C (configuration not stated)	nt	6.5	14.3	nt	0.2	nt	0.5	2.0	8.1
COc1ncccc1C(=O)N1CCCC(C(=O)c2cc(F)ccc2F)C1 (configuration not stated)	2.5	0.2	-4.7	-4.5	-0.9	-2.9	-0.1	3.4	26.2
N#Cc1ccccc1Sc1ccccc1C(=O)OCC(=O)NC12CC3CC(CC(C3)C1)C2	23.0	-5.2	1.8	-12.2[fluorescence artefact?]	0.0	-21.1	0.3	2.5	15.7
Cc1c(Cl)cccc1Nc1nc(N)nc(CN2CCCCCC2)n1	-12.4	12.5	6.6	9.8	1.6	-19.3	1.1	16.0	1.8
CN(C)CCCN(C(=O)c1ccco1)c1nc2c(F)cc(F)cc2s1	12.5	-6.6	3.5	-11.6	1.0	-4.7	1.4	12.2	5.6
N#CC(C#N)=C1C=C2C=C(N3CCOCC3)CCC2CC1 (configuration not stated)	-18.8	15.0	6.0	-6.5	169.4*	-32.6	73.9*	7.6	17.4
O=C(CCNS(=O)(=O)c1cccc2nsnc12)NCCc1ccccc1	60.4	6.6	-0.4	-7.8	-1.1	10.2	0.6	9.8	18.3
c1ccc(Nc2c3c(nc4ncnn24)CCC3)cc1	53.7	4.8	2.5	4.3	-0.8	-1.7	0.7	3.1	6.3
COc1ccc(C=O)cc1OS(=O)(=O)c1ccc(NC(C)=O)cc1	9.4	6.0	-1.0	31.2[fluorescence artefact?]	3.8	-62.1	2.1	13.0	0.4
CCOC(=O)C1CCCN(C/C=C/c2ccccc2[N+](=O)[O-])C1 (configuration not stated)	-28.9	14.7	1.9	47.1	-0.6	-20.1	-0.4	5.7	-5.9
C(=N\Nc1nc2ccccc2[nH]1)/c1cccs1	-4.0	-52.0	7.3	-15.8[fluorescence artefact?]	-0.7	-9.3	0.3	14.3	27.2
O=C(O)c1ccc(NC(=S)N2CCCCC2)cc1	2.6	12.9	-2.1	-11.6	1.8	-9.8&29.0	0.7	3.3&5.0	11.7
S=C1NNC2(CC3CC2C2CCCC32)NN1 (configuration not stated)	-3.0	-2.8	1.5	-14.8	-0.5	29.7	-0.4	6.7	8.0
c1ccc(CSc2ccc3nnc(-c4cccnc4)n3n2)cc1	16.0	12.9	6.1	2.6	0.8	-6.0	-0.2	8.5	-1.3
Cn1cc(Br)c(-c2cccc(N3C(=O)CC(C)(C)CC3=O)c2)n1	18.8	3.0	nt	14.1	1.1	-12.4	0.5	12.9	7.6
COc1ccc(-c2noc(CCc3ccccc3)n2)cc1	16.7	-4.0	5.7	-3.7	-1.3	-7.0	0.8	8.9	5.8
CS(=O)(=O)N1N=C(c2ccco2)CC1c1ccc(Br)cc1 (configuration not stated)	14.2	4.7	7.6	16.2	-0.1	12.9	0.4	3.3	23.2
(list continues)
SMILES	CHOP inhibitor	NPY1 pot ag	NPY-Y1 antag	14-3-3 Bad PPI	TRPN1 ag	EP2 mod	TRPML3 agonist	PGE2 EP2 inh	PPC-1+TRAIL kill
O=c1c2ccccc2nc(SCc2nc3ccccc3s2)n1CCCO	0.1	-41.7	8.8	3.0	1.7	-6.5	0.7	10.9	17.3
O=S1(=O)Nc2c(ccc3cccnc23)-c2ccccc21	nt	-3.3	3.0	6.7	2.2	-11.0	2.2	8.9	32.4
COCCN1CCn2c(nc3cc(Nc4nnc(C)c5ccccc45)ccc32)C1	2.6	-3.5	nt	15.5	1.7	6.3	0.8	8.1	19.6
CCCC(=O)Nc1c2c(nn1-c1ccc(OC)cc1)CS(=O)(=O)C2	-7.5	-20.5	1.4	-2.9[fluorescence artefact?]	0.7	20.9	0.4	4.5	-11.6
CC(=O)Nc1ccc(Sc2ccccc2C(=O)O)cc1	-10.8	-9.5	2.7	-10.1	-1.0	-5.0	0.3	2.3	6.6
CC(=O)N1CCc2cc(Br)cc(S(=O)(=O)NCCCN3CCC(C)CC3)c21	11.6	-4.5	-6.8	-4.6	-0.6	-14.2	0.1	nt	-4.6
CCOC(=O)c1cc2sc(C)cc2n1CC(=O)NCc1ccc(F)cc1	41.0	13.5	-1.4	12.8	-2.4	9.4&-5.2	0.1	18.9&14.8	17.4
CCN(CC)c1ccc(/C=C2\C(=O)N(c3ccc([N+](=O)[O-])cc3)N=C2N2CCOCC2)cc1	nt	-26.9	3.2	nt	0.9	nt	0.8	nt	nt
COC(=O)c1c(NC(=O)CN2C(=O)NC(CCc3ccccc3)C2=O)sc2c1CCCCC2 (configuration not stated)	58.2	0.7	-1.8	-13.5	1.6	5.7	0.9	2.0	7.1
COc1ccc(C(=O)Nn2c(SCC(=O)NC3CCCC3)nc3ccccc3c2=O)cc1	-12.3	-0.4	7.7	7.1	3.5	4.7	0.1	5.0	13.1
CC(C)(C)c1ccc(C(=O)Nc2nnc(Cc3c[nH]c4ccccc34)s2)cc1	74.8*	12.2	-2.2	6.1	-0.8	-32.7	0.2	4.5	33.3
CC(=O)c1cc(-c2ccccc2)n(CCC(=O)NC2CCCCC2)c1C	-6.6	18.0	8.2	-12.6	-1.6	-1.0	0.5	6.6	16.6
CCOC(=O)c1ccccc1NC(=O)COc1cc(=O)n(CC)c2ccccc12	-71.2	-9.1	0.8	10.4	0.4	54.5	0.6	5.3	21.7
N/C(CSc1ccccn1)=N\OCc1c(Cl)cccc1Cl	3.0	-14.5	nt	-4.4	-2.6	4.3	-0.6	7.1	-5.5
CCOC(=O)c1c(C)n(CC(O)CN(CC)CC)c2cc(Br)c(OC)cc12 (configuration not stated)	14.2	-15.3	6.6	-10.5	0.6	-46.3	1.2	12.7	4.1
Cc1ccccc1Nc1cc(C)c2c(O)cccc2n1	44.8	1.6	-1.0	-1.8[fluorescence artefact?]	-1.0	-13.6	2.4	9.5	-12.6
COc1ccc(NC(=O)CCSc2ccc(F)cc2)cc1	16.2	-20.1	7.2	2.5	-0.8	-38.0	-0.2	5.5	-24.5
CCN(c1ccccc1)S(=O)(=O)c1ccc(OC)c(NC(=O)CNC)c1	22.7	-7.2	1.4	7.6	-0.4	21.7	1.2	4.7	24.2
COc1ccc(S(N)(=O)=O)cc1C(N)=O	1.3	9.8	-2.7	-3.5	2.3	-16.3	1.1	0.7	29.9
Cc1c(NC(=O)CSc2nnnn2Cc2ccccc2)c(=O)n(-c2ccccc2)n1C	20.7	3.7	-1.9	-1.4	-0.6	27.6	0.1	4.8	10.5
Cc1nnc(-c2ccccc2)o1	9.7	-15.0	nt	-6.8	1.7	-8.5	0.1	8.9	18.9
Cc1cccc(C)c1OCC(O)CN (configuration not stated)	-22.2	-1.8	-2.8	-9.3	2.2	4.9	0.5	16.4	-13.5
Cc1cccc(NC(=O)Cn2cnc3sc(C)c(S(=O)(=O)N4CCC(C)CC4)c3c2=O)n1	44.1	22.7	-0.1	12.2	0.3	-6.0	-0.2	10.4	24.9
CC(C)(C)CC(C)(C)NCC(O)COc1c(F)cc(Br)cc1F (configuration not stated)	65.8	-21.3	6.8	nt	-0.6	-11.5	0.6	9.0	8.8
CCOC(=O)/C=C1\NC2(CCCCC2)Cc2cc(OC)c(OC)cc21	nt	1.8	4.7	nt	0.2	nt	-0.2	9.7	nt
Cc1cnc(NC(=O)[C@H](C)N2C(=O)C3CCCCC3C2=O)s1 (some centres not stated)	-13.7	6.8	4.0	-4.1	0.4	23.2	1.5	4.7	-33.4
O=C(COc1ccc(F)cc1)N(CC1=CCS(=O)(=O)C1)c1ccccc1	3.7	21.9	3.0	1.0[fluorescence artefact?]	-0.7	9.4	0.2	16.0	7.5
CN(C)S(=O)(=O)c1cccc(NC(=O)CNC2CCCCC2)c1	12.9	0.6	nt	14.2	0.8	-38.1	0.6	17.5	14.6

3 of the compounds above, with bars between the fields.
Compound | CHOP inhibitor | NPY1 pot ag | NPY-Y1 antag | 14-3-3 Bad PPI | TRPN1 ag | EP2 mod | TRPML3 agonist | PGE2 EP2 inh | PPC-1+TRAIL kill
N/C(CSc1ccccn1)=N\OCc1c(Cl)cccc1Cl | 3.0 | -14.5 | nt | -4.4 | -2.6 | 4.3 | -0.6 | 7.1 | -5.5
CCOC(=O)c1c(C)n(CC(O)CN(CC)CC)c2cc(Br)c(OC)cc12 (configuration not stated) | 14.2 | -15.3 | 6.6 | -10.5 | 0.6 | -46.3 | 1.2 | 12.7 | 4.1
Cc1ccccc1Nc1cc(C)c2c(O)cccc2n1 | 44.8 | 1.6 | -1.0 | -1.8[fluorescence artefact?] | -1.0 | -13.6 | 2.4 | 9.5 | -12.6

Bioassay records deposited in PubChem by several laboratories.
